CF NFkB block – blocks PAF-induced NF-kB reporter in cystic fibrosis cells; KKLEB NF-kB-GFP reporter, GFP fluorescence overnight; inhibition, % at 5 µM; 360,000 tested, 0.86% active; AID 588850;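 active means at least 50% inhibition at 5 µM, scaled per plate between neutral and stimulator controls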;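 further: PAF is a Pseudomonas aeruginosa culture filtrate used as stimulus; plate controls were PAF-stimulated DMSO wells for no effect and unstimulated DMSO wells for full effect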
Peg3 prom inh – reduces Peg3 promoter-driven luciferase expression in HeLa | HeLa PEG-Prom luciferase reporter, luminescence, overnight | inhibition, % at 20 µM | 360,000 tested, 1.7% active | AID 588405;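 active means inhibition of at least 50% at 20 µM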
aDG glyco up – alpha-DG glycosylation activation; Pro5-aDG cells, alpha-DG glycosylation AlphaScreen (IIH6); 0% Pro5, 100% B10-LARGE cell signal; 360,000 tested, 0.22% active; activation, % at 10 µM; AID 624168;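 active means activation of at least 8% versus controls, or a plate z-score of at least 8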;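 further: Pro5 are CHO cells carrying HIG-tagged alpha-DG that lacks glycosylation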
NR2E3 ag-1 – agonists of human NR2E3 nuclear receptor | CHO-S Gal4-NCOR/VP16-NR2E3 two-hybrid, luciferase | inhibition of corepressor binding, % at 3.98 µM | 360,000 tested, 0.35% active | AID 602229;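 active means inhibition above the mean of all tested compounds plus 3 SD, cut at about 70% in these data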;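 further: 0% = DMSO with NR2E3 transfected cells and 100% = cells lacking NR2E3 construct; higher means lower luciferase signal from less NR2E3 corepressor binding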
Target sequence (Q9Y5X4 whole entry, looked up, the tested form may be a part): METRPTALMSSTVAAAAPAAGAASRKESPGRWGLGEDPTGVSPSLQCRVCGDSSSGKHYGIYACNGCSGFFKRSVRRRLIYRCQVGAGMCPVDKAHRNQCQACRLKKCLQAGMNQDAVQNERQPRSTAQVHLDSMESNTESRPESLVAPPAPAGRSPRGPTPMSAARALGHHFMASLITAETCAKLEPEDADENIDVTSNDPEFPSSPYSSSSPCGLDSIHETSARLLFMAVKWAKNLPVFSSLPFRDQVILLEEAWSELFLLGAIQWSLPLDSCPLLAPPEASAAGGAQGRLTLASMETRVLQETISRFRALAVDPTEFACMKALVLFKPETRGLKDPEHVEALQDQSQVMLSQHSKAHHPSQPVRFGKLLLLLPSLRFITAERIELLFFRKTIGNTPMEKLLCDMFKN
Shn3 3UTR inh – reduces Shn3 3'UTR luciferase signal in osteoblasts. Clone20 osteoblast Shn3 3'UTR firefly luciferase, 24 h. inhibition, % at 12.5 µM. 360,000 tested, 0.52% active. AID 588674;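 active means mean inhibition of at least 75% with every replicate also reaching 75%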;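 further: 0% = median of neutral control wells and 100% = pilot-screen positive control compound; some compounds past the cut are filed as inactive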
TWEAK-Fn14 inh – inhibitors of TWEAK-Fn14 interaction signaling; TWEAK-stimulated Fn14 reporter cells, luciferase luminescence, 8 h; inhibition, % at 10 µM; 360,000 tested, 2% active; in the data active means inhibition above about 50%
KKLEB tox – CF airway cell cytotoxicity counter-screen; KKLEB CF airway cells viability, ATPlite luminescence, overnight; stronger effect = lower value; cells stimulated with P. aeruginosa culture filtrate; activity change (cytotoxicity), % at 5 µM; 360,000 tested, 0.36% active;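 active means corrected activity change at or below -50% at 5 µM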
NR2E3 ag-2 – activates human photoreceptor nuclear receptor NR2E3 | Q9Y5X4 | GST-NR2E3/biotin-RetCOR TR-FRET, 1536-well | inhibition of corepressor binding, % at 4.78 µM | 320,000 tested, 0.12% active | AID 2300;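 active means percent inhibition above the cutoff of mean plus 3 SD of all tested compounds, set per screening campaign, cut at about 20% in these data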;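 further: 0% = DMSO wells and 100% = biotin wells as full block of FRET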
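System: GST-NR2E3 and biotin-RetCOR proteins; probe or stimulus: 7 nM biotin-RetCOR; doses: compound at 4.8 µM, single dose; schedule: Compound–protein incubation for 5 h at 4 °C; detection: time-resolved FRET; read-out: percent inhibition; controls: biotin wells as high control, 0.6% DMSO wells as low control; format: 1536-well plates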
HIF-2a block – HIF-2a inhibition | 786-0 RCC cells HIF-2a reporter, luciferase luminescence, overnight | inhibition, % at 18.8 µM | AID 624352 | 360,000 tested, 0.72% active;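 active means inhibition of the luminescence signal of 40% or more relative to plate controls, in a single-dose primary screen at 18.75 µM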
TRPM1 prom inh – reduces MITF-dependent TRPM1 promoter luciferase signal; AID 488899; inhibition, % at 12.5 µM; 330,000 tested, 0.83% active; SK-MEL-5 TRPM1 promoter luciferase, 24 h;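 active means mean inhibition across replicates of 60% or more, whatever share of single replicates reaches that level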; further: values of inactives mirror those of a sister screen read the other way
hiPSC survival – enhancers of human iPSC single-cell survival. survival enhancement, % at 20 µM. 360,000 tested, 0.044% active. AID 602274. hiPSC single-cell survival, ATPlite luminescence; 100% = ROCK inhibitor wells, 0% = DMSO; in the data active means survival enhancement above about 18%;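 further: cells exposed to compounds for 16 hours before the ATP read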
An asterisk follows results filed as active; . = not tested or not shown.

Molecule | CF NFkB block | Peg3 prom inh | aDG glyco up | NR2E3 ag-1 | Shn3 3UTR inh | TWEAK-Fn14 inh | KKLEB tox | NR2E3 ag-2 | HIF-2a block | TRPM1 prom inh | hiPSC survival
COc1cccc(C=O)c1OCCN1C(=O)c2ccccc2C1=O | 1 | 0 | 0.1 | -16 | -11 | 7 | -2 | . | 7 | 1 | -0.1
Clc1ccc(SCCCN2CCCCC2)cc1 | -6 | -8 | 0.2 | 13 | -7 | 20 | 2 | -1 | -8 | -11 | -0.2
COc1cc(Cl)ccc1OCc1cc(C(=O)N2C[C@@H]3CCC[C@H]2C3)no1 | 4 | -318 | -0.2 | -139 | -73 | -26 | -10 | 3 | -241 | -63 | -0.5
CN(c1ccccc1)S(=O)(=O)c1cccc(NC(=O)CSc2n[nH]c(N)n2)c1 | -14 | 19 | -0.1 | 25 | 11 | 13 | -3 | 2 | 10 | 11 | 0.2
CCN(CC)c1ccc(NC(=O)Nc2cccc3ccccc23)cc1 | 1 | -74 | -0.1 | -24 | -15 | -18 | -2 | -2 | -198 | -26 | 0.8
Cc1cc(C(F)F)nn1CC(=O)NC1CCCC1 | -5 | 2 | 0.0 | -6 | 9 | 1 | 5 | -2 | 19 | 3 | -0.2
CN(CC(=O)Nc1cccc(F)c1)C(=O)CCCc1nc2ccccc2c(=O)[nH]1 | -6 | 5 | -0.1 | -48 | 5 | -12 | 14 | -2 | 5 | -7 | 0.0
Clc1ccccc1NN=Cc1ccccn1 | -27 | -290 | -0.2 | -98 | -56 | -22 | -2 | . | -191 | . | -0.8
COc1ccc(CCN2C(=O)C3C4C=CC(C4)C3C2=O)cc1OC (stereo not given) | 8 | 9 | 0.7 | -33 | 1 | -7 | 4 | 1 | -4 | -17 | 0.5
COc1ccc(OC)c(C2C=C(C34CC5CC(CC(C5)C3)C4)NC(=S)N2)c1 (stereo not given) | -14 | 11 | 4.3 | 59 | 2 | 12 | 12 | 4 | 28 | -10 | -3.5
COc1ccc(NC(=O)C2CCCCC2)cc1S(=O)(=O)N1CCOCC1 | 20 | 21 | -0.1 | -6 | 12 | -20 | 3 | . | 10 | 6 | 4.2
Cc1ccsc1C1C(C#N)=C(N)OC2=C1C(=O)CCC2 (stereo not given) | -15 | 12 | 0.0 | 2 | -20 | 9 | 15 | 2 | 4 | 6 | 0.1
O=C1C2C(c3ccccc3)C=CC(c3ccccc3)C2C(=O)N1c1ccccn1 (stereo not given) | 12 | -71 | 0.0 | 16 | -38 | 7 | -1 | 1 | -15 | 4 | 0.4
CC(=O)Oc1ccc2c3c(c(=O)oc2c1C)CCCC3 | 26 | 15 | 0.0 | 12 | 1 | 12 | 14 | 2 | -4 | -5 | 0.5
CC(=O)c1cc(C#N)c(Oc2ccc(Cl)cc2Cl)nc1C | 7 | -2 | 0.0 | 1 | 14 | -8 | -1 | 0 | 15 | 11 | -0.2
COc1ccccc1C(=O)NCCn1cc(SCC(=O)Nc2nnc(C)s2)c2ccccc21 | -10 | -1 | 0.3 | -7 | 7 | -2 | -2 | -1 | 5 | 2 | 3.9
COc1ccc(NC(=O)c2cc(S(=O)(=O)N3CCCC3)oc2C)cc1 | 1 | 3 | 0.1 | -27 | -1 | 11 | -1 | -2 | 1 | 5 | 0.2
COc1ccc(C2/C(=C(/O)c3ccc(F)cc3)C(=O)C(=O)N2CCCN2CCOCC2)cc1OC (stereo not given) | 14 | 0 | 0.1 | -11 | -2 | -15 | -5 | 3 | 5 | -4 | 0.7
COc1cc(/C=C/C(=O)O[C@H]2[C@H](O[C@@H]3O[C@@H](C)[C@H](O)[C@@H](O)[C@H]3O)[C@@H](O)[C@H](OCCc3ccc(O)c(OC)c3)O[C@@H]2CO)ccc1O | -4 | -2 | -0.1 | -16 | 24 | 9 | -1 | . | -5 | -11 | -0.6
O=C(Nc1ccc(F)c(F)c1)c1ccc2c(c1)OCO2 | -6 | -315 | 0.2 | -85 | -23 | -18 | 10 | 1 | -342 | -83 | -0.3
COc1cc(C2C(N3C(=O)c4ccccc4C3=O)C(=O)N2c2ccc(C)c(C)c2)cc(OC)c1OC (stereo not given) | -72 | -9 | -0.4 | 28 | 0 | 0 | 3 | -2 | -14 | 4 | 3.8
COC(=O)CSc1nnc(CNc2nc(-c3ccccc3)cs2)n1C | 1 | 5 | 0.0 | 7 | -19 | -12 | 3 | -2 | -9 | 4 | -1.5
CCCNC(=O)c1cc(C2CCCCN2C(=O)c2ccc(NC(C)=O)cc2)on1 (stereo not given) | -2 | 7 | -0.1 | -11 | -33 | -16 | -5 | . | 1 | . | 2.4
CS(=O)(=O)c1ccc2nc(NC(=O)CCNC(=O)c3ccc(Cl)cc3)sc2c1 | 19 | -129 | -0.4 | -10 | -60 | 2 | -4 | . | -78 | -25 | 1.2
O=C1C=CC(=O)c2c(O)c(N3CCN(CCOCCO)CC3)c(Br)c(O)c21 | 6 | 53* | -0.4 | -26 | 93* | -6 | 2 | . | 87* | 97* | 6.2
COc1ccc(C(c2c[nH]c3ccccc23)c2c[nH]c3ccccc23)cc1O | 1 | 4 | 0.1 | -29 | -41 | -24 | 10 | -2 | -1 | -2 | -0.6
O=C1CC(c2ccc(Cl)cc2)CC(O)=C1C=NCc1ccc(Cl)c(Cl)c1 (stereo not given) | 20 | 12 | 0.2 | -24 | 8 | 39 | -6 | 3 | 13 | 0 | 0.5
CCCCCCC(C)OC(=O)Nc1cccc2ccccc12 (stereo not given) | 12 | -6 | 0.1 | -7 | 7 | -22 | -8 | 3 | -9 | -14 | -0.4
COc1cc(C(=O)NC(C)c2cnn(-c3ccccc3C)c2C)cc(OC)c1OC (stereo not given) | 11 | -3 | 0.1 | 5 | 33 | -12 | -10 | 3 | -22 | 11 | -0.4
Cc1ccc(Cn2cc(CN(C)C3CN(Cc4cn(Cc5ccc(C)cc5)nn4)S(=O)(=O)C3)nn2)cc1 (stereo not given) | . | . | 0.0 | 4 | . | 2 | . | . | 9 | . | 1.8
C/C(CC(=O)NC1CCCCC1)=N\NC(=O)c1ccccn1 | 2 | 6 | 0.2 | -89 | -3 | -18 | -2 | 1 | 5 | 3 | 0.9
COc1ccc(CN(C)C(=O)[C@H]2O[C@@H](n3ccc(=O)[nH]c3=O)[C@H](O)[C@@H]2O)cc1OC | -36 | 1 | -0.1 | 8 | -16 | -11 | 3 | . | -1 | . | 1.6
O=C(NC1CCCCC1)C(c1ccc(F)cc1)N(Cc1ccco1)C(=O)c1csnn1 (stereo not given) | 16 | 17 | -0.1 | 1 | 12 | 19 | -10 | 1 | 10 | -7 | -0.7
COc1ccc(C)cc1NC(=O)CSc1nnc2ccc(-c3ccccn3)nn12 | -39 | 3 | 0.3 | -20 | 2 | -25 | 3 | 1 | 5 | -12 | -0.4
Cc1sc(N)nc1-c1ccc2c(c1)OCCO2 | -42 | -86 | -0.1 | -8 | -19 | -6 | 8 | -1 | -70 | -17 | -0.3
CC(=O)Nc1ccc(NC(=O)CSc2nc(N)c(NC(=O)c3ccco3)c(=O)[nH]2)cc1 | -35 | -20 | 0.3 | -3 | 7 | 3 | 18 | 5 | 5 | -8 | -0.3
COc1ccc2[nH]c(C(=O)O)c(NC(=O)c3ccccc3[N+](=O)[O-])c2c1 | 2 | -4 | 0.0 | 14 | 5 | 12 | -4 | -1 | 18 | 9 | 0.1
COc1ccc(CCNC(=O)C(=O)NCc2cccs2)cc1OC | -5 | 25 | 0.3 | -25 | 6 | -12 | 11 | 4 | 11 | 8 | 3.4
CC(C)n1cc(NC(=O)COc2ccccc2Cl)cn1 | 1 | -47 | 0.1 | -18 | -18 | -3 | 4 | 2 | -47 | -19 | 1.5
O=C(CCS(=O)(=O)c1ccc(F)cc1)Nc1nnc(-c2cccs2)o1 | 19 | 13 | 0.7 | 4 | -42 | -3 | -7 | 1 | 14 | -6 | 0.6

Fetched one by one from above, 2 records:
Molecule | CF NFkB block | Peg3 prom inh | aDG glyco up | NR2E3 ag-1 | Shn3 3UTR inh | TWEAK-Fn14 inh | KKLEB tox | NR2E3 ag-2 | HIF-2a block | TRPM1 prom inh | hiPSC survival
O=C(CCS(=O)(=O)c1ccc(F)cc1)Nc1nnc(-c2cccs2)o1 | 19 | 13 | 0.7 | 4 | -42 | -3 | -7 | 1 | 14 | -6 | 0.6
COc1ccc(CN(C)C(=O)[C@H]2O[C@@H](n3ccc(=O)[nH]c3=O)[C@H](O)[C@@H]2O)cc1OC | -36 | 1 | -0.1 | 8 | -16 | -11 | 3 | . | -1 | . | 1.6

Continued.
Molecule | CF NFkB block | Peg3 prom inh | aDG glyco up | NR2E3 ag-1 | Shn3 3UTR inh | TWEAK-Fn14 inh | KKLEB tox | NR2E3 ag-2 | HIF-2a block | TRPM1 prom inh | hiPSC survival
O=C(c1ccncc1)N1CCN(S(=O)(=O)c2cccc(C(F)(F)F)c2)CC1 | -9 | -1 | 0.3 | -12 | 66 | 10 | 28 | 4 | -9 | -6 | 1.5
NC(=O)C1(N2CCCCC2)CCN(S(=O)(=O)c2ccccc2)CC1 | 2 | 6 | 1.5 | -16 | 1 | -11 | -13 | 0 | 1 | 7 | 0.4
O=C(N/N=C/c1cccc2ccccc12)C(=O)N1CCCC1 | -9 | 0 | 0.1 | 2 | 1 | 13 | 7 | 1 | -8 | 5 | 0.0
Cc1ccc(-c2nn(-c3ccccc3)cc2/C=N/n2c(-c3cccs3)n[nH]c2=S)cc1 | 18 | -31 | -0.1 | -20 | -12 | -4 | 2 | -1 | -32 | . | 0.6
COc1cccc(OCc2cc(C(=O)N3CCN(C4CCCCC4)C(=O)C3)no2)c1 | 6 | -8 | 0.9 | 2 | -1 | 4 | 11 | -4 | 1 | 0 | -0.5
CC(C)c1cc(-c2cc(C(=O)NCc3ccccc3)on2)nc(NCC2CC2)n1 | -13 | 17 | 0.0 | 46 | 27 | 28 | 0 | 2 | 6 | 3 | -0.3
Cc1ccccc1CNC(=O)c1ccc(CSCc2ccccc2)cc1 | -2 | 7 | 0.0 | 14 | 1 | -10 | -6 | 3 | -12 | -4 | -0.3
CCOC(=O)Cn1cnc2c(nnn2-c2cccc(OC)c2)c1=O | 0 | -43 | -0.1 | -9 | 6 | -15 | 5 | 1 | -19 | 1 | -0.1
CC1(C)C2CCC(C2)C1(C)NC(=O)CNCC1CCCCC1 (stereo not given) | 4 | 2 | 1.4 | -16 | 38 | -15 | -8 | 1 | -6 | -13 | 1.1
Cc1cc(C)n(CCN(C)C(=O)C2CCC(=O)N(CCN3CCOCC3)C2)n1 (stereo not given) | 12 | 22 | 0.1 | -6 | -15 | 4 | 5 | -2 | 6 | -2 | 0.5
COc1ccccc1N(CC(=O)NC1CCCCC1C)S(=O)(=O)c1cccs1 (stereo not given) | -3 | 20 | 0.2 | -33 | 8 | 6 | -5 | . | 7 | 2 | 0.7
COC(=O)CSc1nnc(-c2cnccn2)n1C | -4 | 7 | -0.3 | 17 | 16 | -1 | 6 | 1 | 13 | 3 | -0.3
C=CCOc1ccccc1CN1CCN(CCc2ccccc2)C(CCO)C1 (stereo not given) | -14 | 4 | 0.0 | -33 | 13 | 9 | -5 | -2 | 15 | 10 | -0.8
